Bioassay records deposited in PubChem BioAssay by Sanford-Burnham Center for Chemical Genomics.
APJ agonist: agonists of human apelin receptor APJ, primary screen, CHO-K1 cells, PathHunter beta-arrestin, luminescence | P35414 | 0% DMSO wells, 100% apelin | activation, % at 20 µM | actives 0.11% (n = 330,000) | AID 2520, 2010;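 active means activation more than six SD over the plate average, tested at 20 µM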;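 further: 0% = DMSO alone and 100% = apelin-13 at 10 nM; some results filed as inactive read as strong as hits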
Target sequence (P35414 whole entry, looked up): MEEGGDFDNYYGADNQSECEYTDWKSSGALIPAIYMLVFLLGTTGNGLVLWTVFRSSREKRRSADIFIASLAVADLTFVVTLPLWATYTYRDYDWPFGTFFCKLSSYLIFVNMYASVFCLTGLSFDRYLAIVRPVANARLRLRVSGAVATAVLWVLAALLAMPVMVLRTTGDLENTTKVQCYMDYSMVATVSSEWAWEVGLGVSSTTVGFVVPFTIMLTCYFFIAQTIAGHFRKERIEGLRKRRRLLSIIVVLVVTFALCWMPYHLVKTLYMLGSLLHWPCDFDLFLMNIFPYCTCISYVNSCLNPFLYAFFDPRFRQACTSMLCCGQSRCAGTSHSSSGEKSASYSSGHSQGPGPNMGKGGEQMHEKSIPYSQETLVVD
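system = engineered CHO-K1 APJ arrestin reporter cells | input = 1000 cells per well | timing = overnight seeding, 90 min compound at 25 °C, 1 h detection | measured by = enzyme-fragment complementation luminescence | read-out = beta-arrestin recruitment to APJ as agonist activity, luminescent signal | control set = negative DMSO alone, positive Apelin-13 at 10 nM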
tim23-1 inh: growth inhibitors of tim23-1 mutant yeast, primary screen, luminescence, uHTS; S. cerevisiae tim23-1 growth, BacTiter-Glo luminescence, 24 h; inhibition, % at 20 µM; actives 1.3% (n = 330,000); AID 463212, 2010;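 active means growth inhibition of the mutant yeast at or above 50%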;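 further: temperature-sensitive mutant grown at 25 °C; plate controls were DMSO-treated mutant yeast for no effect and medium wells lacking yeast for full effect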
Mdm2 MdmX PPI: inhibitors of human Mdm2-MdmX association, primary screen, cell-based, luminescence, split luciferase, SaOS-2, uHTS. actives 3% (n = 330,000). AID 485346, 2010. Protein Mdm4 (Homo sapiens) + E3 ubiquitin-protein ligase Mdm2 (Homo sapiens), …. SaOS-2 split-luciferase Mdm2/MdmX complementation. inhibition, % at 8 µM;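 active means inhibition of at least 50% at 8 µM in the primary screen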
Jurkat NFkB inh: inhibitors of induced NF-kB luciferase reporter, primary screen, TCR NF-kB activation inhibitor project, cell-based, luminescence, uHTS; Jurkat, PMA/ionomycin-induced NF-kB luciferase reporter; inhibition, % at 4 µM; actives 0.53% (n = 330,000); AID 435003, 2010; in the data active means inhibition above about 50%
697 NFkB inh: inhibitors of PMA/ionomycin-induced NF-kB reporter, 697 cells, primary screen, B-cell NF-kB inhibitor project, cell-based, luminescence, uHTS; inhibition, % at 4 µM; actives 0.33% (n = 330,000); 697 B-cell NF-kB luciferase reporter, 16 h; in the data active means inhibition above about 35%
APJ antagonist: antagonists of human apelin receptor APJ, primary screen, CHO-K1 cells, beta-arrestin complementation, luminescence; actives 0.32% (n = 330,000); P35414; AID 2521, 2010; inhibition, % at 20 µM;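 active means inhibition above about 40% at 20 µM, limit read from the data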;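 further: cells challenged with 10 nM apelin-13 agonist together with compound; plate controls were apelin-13 plus DMSO wells for no effect and DMSO wells lacking apelin-13 for full effect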
XBP1 UPR activ: activators of adaptive XBP1 UPR arm, primary screen, cell-based, CHO-XBP1 luciferase reporter, luminescence, uHTS; IRE1-XBP1 UPR activation; percent of tunicamycin response, DMSO as zero; activation, % at 20 µM; actives 0.33% (n = 330,000); AID 463104, 2010;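 active means versus positive control, 20 µM dose yields 30% or more activation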;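 further: 100% = tunicamycin at 10 µg/mL and 0% = DMSO only wells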
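Assay system: IRE1-XBP1 luciferase reporter CHO line. Input: 1000 cells/well. Buffer or medium: F12 with 10% serum. Doses: 20 µM, 1% DMSO. Times: overnight seeding at 37 °C, 6 h compound treatment at 37 °C. Technique: Steady-Glo luciferase glow luminescence, 10 min after reagent addition.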
UPR CHOP act: activators of apoptotic CHOP UPR arm, primary screen, cell-based, CHO-CHOP luciferase reporter, luminescence, uHTS. AID 449763, 2010. activation, % at 10 µM. actives 0.34% (n = 330,000). UPR activation; percent of tunicamycin response over DMSO baseline;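 active means at 10 µM dose, activation of 40% or more, normalized to positive control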;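 further: 100% = tunicamycin at 10 µg/mL and 0% = DMSO alone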
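System: CHO CHOP reporter cells. Amount: 500 cells per well. Buffer or medium: F12 medium, 10% FBS. Compound dosing: one dose, 10 µM in 0.5% DMSO. Incubation: 6 h compound exposure at 37 °C after overnight seeding. Technique: Steady-Glo luciferase luminescence. Benchmarks: tunicamycin and DMSO controls.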
* marks the source's active call; other numbers are inactive results; i = inactive.

compound	Jurkat NFkB inh	XBP1 UPR activ	697 NFkB inh	tim23-1 inh	Mdm2 MdmX PPI	APJ agonist	UPR CHOP act	APJ antagonist
COc1ccc(C(=O)OC(C)CN2CCOCC2)cc1 (configuration not stated)	-6	1	11	7	29	-1	1.5	-11
CN(C(=O)CSc1nc2ccccc2[nH]1)C1CCS(=O)(=O)C1 (configuration not stated)	2	2	11	5	26	-1	-1.2	-13
Cc1ccnc(NS(=O)(=O)c2ccc(N3C(=O)Nc4ccccc4N3O)cc2)c1	-1	-5	2	2	11	-2	-0.6	-5
CCOc1ccc(NC(=O)CSc2ccccc2N)cc1	-11	4	5	4	-5	-3	3.7	4
Cc1ccc(/C=C2\CCCC3=C2NC(=S)NC3c2ccc(C)cc2)cc1 (configuration not stated)	3	-1	4	19	-16	1	2.1	0
CCOC(=O)c1cnc2c(C)cccc2c1Nc1cccc(C(=O)O)c1	13	4	17	6	17	-3	-1.0	9
COc1ccccc1C(=O)NC(=S)N1CCCc2ccccc21	-44	0	-32	29	35	-3	2.8	5
CCN1CCN(S(=O)(=O)c2ccc(-c3cc(C)no3)s2)CC1	4	-9	16	6	4	0	0.6	-3

More entries follow:
compound	Jurkat NFkB inh	XBP1 UPR activ	697 NFkB inh	tim23-1 inh	Mdm2 MdmX PPI	APJ agonist	UPR CHOP act	APJ antagonist
O=S(=O)(c1ccc(Cl)c(S(=O)(=O)N2CCCC2)c1)N1CCCC1	6	0	7	26	-16	-3	0.3	4
O=Nc1c2ccc[nH]c-2c2ccc([N+](=O)[O-])cc12	-4	2	-12	-6	17	2	-1.4	-20
Nn1cc(-c2ccccc2)nc1SCC(=O)NCC(F)(F)F	16	3	-12	3	6	-3	0.4	-9
S=c1[nH]nc(-c2ccncc2)n1/N=C/C=C/c1ccccc1	3	-3	-16	12	23	-2	1.2	0
O=C(CNC(=O)c1ccccc1)NCCO	-3	-3	14	17	-5	4	-1.8	-1
COc1ccccc1C1/C(=C(\O)c2ccc3c(c2)OCCO3)C(=O)C(=O)N1Cc1cccnc1 (configuration not stated)	3	-4	-9	-5	34	-4	0.4	12
Cc1ccc(CNc2ncccc2-c2nc3cc(Cl)ccc3o2)cc1	-21	-1	-18	-1	9	-3	-1.7	0
O=C(NCc1ccncc1)c1cccc(S(=O)(=O)Nc2ccc(SC(F)F)cc2)c1	8	1	-2	5	6	-1	2.8	6

The results go on.
compound	Jurkat NFkB inh	XBP1 UPR activ	697 NFkB inh	tim23-1 inh	Mdm2 MdmX PPI	APJ agonist	UPR CHOP act	APJ antagonist
CC1CCN(C(=O)c2ccc3ccccc3c2)CC1	-73	-4	-51	14	-55	3	1.3	5
CN(C)C(CNC(=O)c1cccc(S(=O)(=O)Nc2ccc(Br)cc2)c1)c1ccco1 (configuration not stated)	-5	-5	13	3	15	-2	-2.1	-2
Cc1cc(C)cc(N(CC(=O)N2CCN(Cc3ccccc3)CC2)S(=O)(=O)c2c(C)noc2C)c1	0	-2	6	27	4	-2	2.8	-12
COc1ccc2c(c1)OC13CCCCC1C2C(C(=O)c1ccccc1)C(=O)N3 (configuration not stated)	3	10	7	11	19	-4	1.8	4
CCCN(CC(=O)Nc1ccccc1C)C(=O)/C=C/c1ccc(OCC)c(OC)c1	0	0	14	18	-23	-1	0.2	7
Cc1nc(NC(=O)CSc2nnnn2C)sc1C	-31	3	-31	6	-18	2	0.9	-8
Cc1ccc(C(c2sc3nc(C)nn3c2O)N2CC(C)OC(C)C2)cc1 (configuration not stated)	-5	0	-3	5	-3	-6	-1.7	9
COc1ccc(OC)c(NC(=O)Cn2cc(C(=O)c3ccco3)c3ccccc32)c1	-1	0	-19	14	13	-4	-3.3	-15

Next part; it opens with the 2 that closed the last part.
compound	Jurkat NFkB inh	XBP1 UPR activ	697 NFkB inh	tim23-1 inh	Mdm2 MdmX PPI	APJ agonist	UPR CHOP act	APJ antagonist
Cc1ccc(C(c2sc3nc(C)nn3c2O)N2CC(C)OC(C)C2)cc1 (configuration not stated)	-5	0	-3	5	-3	-6	-1.7	9
COc1ccc(OC)c(NC(=O)Cn2cc(C(=O)c3ccco3)c3ccccc32)c1	-1	0	-19	14	13	-4	-3.3	-15
O=C(NN=C1CCCCCC1)C(=O)Nc1cccc(Br)c1	2	2	-5	5	-18	-2	6.5	-17
C/C(=N\Nc1ccc(Cl)cc1)c1c(O)cc(C)oc1=O	20	2	12	21	-14	-4	8.8	22
O=C(Nc1c(F)c(F)c(F)c(F)c1F)NC1CCCCC1	4	1	2	9	-3	-4	0.7	-12
C[C@H](NC(=O)c1nc[nH]c1C(=O)N[C@@H](C)C(=O)OCc1ccccc1)C(=O)OCc1ccccc1	51*	-6	56*	32	-7	2	-2.4	0
Cc1nn(-c2ccccc2)nc1C(=O)Nc1nnc(C(F)(F)F)s1	-9	0	-63	29	16	0	4.7	11
c1ccc(C2=Nn3c(nnc3-c3cccs3)SC2)cc1	10	0	8	34	4	-8	-0.8	-9
CC/C(=N\O)c1c(O)c2c(n(-c3ccccc3)c1=O)CCCC2	-5	0	-2	24	12	-2	0.5	-3
COc1cccc(C2c3c(oc4ccc(F)cc4c3=O)C(=O)N2CCN2CCOCC2)c1OC (configuration not stated)	4	-3	-3	9	11	0	0.4	14

(next part)
compound	Jurkat NFkB inh	XBP1 UPR activ	697 NFkB inh	tim23-1 inh	Mdm2 MdmX PPI	APJ agonist	UPR CHOP act	APJ antagonist
CCc1nnc(NC(=O)c2cccc(NC(=O)C(C)C)c2)s1	-20	3	-34	16	-17	1	1.8	-10
COc1ccc(NC(=O)C2CCN(S(C)(=O)=O)CC2)cc1OC	17	-3	-1	-7	23	1	0.6	4
COc1ccc(NC(=O)C2c3cc(OC)c(OC)cc3C(=O)N(C)C2c2cccnc2)cc1OC (configuration not stated)	2	3	10	13	14	-1	0.7	-2
CC(=O)NC1CC2CCCC(C1)N2CC(=O)Nc1ccccc1 (configuration not stated)	-27	1	0	-2	14	-4	-2.0	-5
CN(NC(=O)NN)c1ncc(C(F)(F)F)cc1Cl	-21	1	-15	2	-7	-2	-1.6	-14
CSc1nc(O)c(C(c2ccc(OC(C)C)cc2)c2c(O)nc(SC)[nH]c2=O)c(=O)[nH]1	3	1	-1	-10	24	-4	-0.9	-4
COc1cccc(C(=O)OCC(=O)N2CCc3ccccc32)c1OC	-14	6	-10	17	-45	-3	3.5	7
Cc1nc2cc(NC(=O)CS(=O)(=O)c3ccccc3)ccc2s1	-28	4	-13	6	-10	7	0.2	-7

Continued:
compound	Jurkat NFkB inh	XBP1 UPR activ	697 NFkB inh	tim23-1 inh	Mdm2 MdmX PPI	APJ agonist	UPR CHOP act	APJ antagonist
Cc1nc(C(F)(F)F)c(C(=O)O)cc1-c1nc(-c2ccccc2)cs1	-18	-3	-30	0	-3	-2	0.7	1
CN(C)C(=O)N1CCN(c2nc(-c3ccccc3)cs2)CC1	-63	-2	-105	14	-97	2	3.5	2
Cc1ccc(/C=N/NC(=O)Cn2ccc(C(F)(F)F)n2)o1	6	-2	20	16	-10	-4	1.8	-5
Cc1ccc(C)c(CN2C(=O)c3ccccc3S(=O)c3ccc(C(=O)N4CCN(c5ccccn5)CC4)cc32)c1 (configuration not stated)	-37	1	i	-5	99*	0	0.0	15
Cc1ccccc1NC(=O)Cn1nc(C(F)(F)F)cc1C1CC1	3	-1	14	2	-16	-4	-1.2	1
COc1cccc(CN2CCC(Oc3ccc(C(=O)NCc4ccccn4)cc3)CC2)c1	2	-3	1	-6	12	-7	-0.7	-12
Cc1c(N(C(=O)c2ccccn2)C2(C(=O)NC3CCCCC3)CCCCC2)c(=O)n(-c2ccccc2)n1C	-12	1	-15	4	-21	-1	0.9	-7
CN(Cc1nc2c(s1)CCCC2)C(=O)CCc1nnc(-c2ccccc2)o1	-23	1	-13	22	16	-3	2.8	18

(continued)
compound	Jurkat NFkB inh	XBP1 UPR activ	697 NFkB inh	tim23-1 inh	Mdm2 MdmX PPI	APJ agonist	UPR CHOP act	APJ antagonist
O=C(CSc1nnnn1C1CCCCC1)Nc1ccccc1F	8	5	12	17	27	-2	-1.3	6
O=S(=O)(Cc1ccccc1)NCCc1cccc(Cl)c1	11	-2	10	25	8	-3	-1.1	11
Cc1nc2ccc(Br)cn2c1NC(C)(C)C	0	0	-6	2	9	-3	-0.6	10
CCOc1ccc(Br)cc1/C(C)=N\NC1=NCCN1	70*	-7	-28	1	70*	4	1.0	3
Cc1cc(C2=NNC(=NCCc3ccccc3)SC2)c(C)n1CC1CCCO1 (configuration not stated)	-8	-2	5	2	18	-4	4.6	39
COc1cccc(-c2noc(CCC(=O)NC3CCCCC3)n2)c1	-12	-2	-5	-2	4	2	0.4	13
COc1n[nH]c(C(=O)NCc2ccccc2)c1[N+](=O)[O-]	5	-1	21	1	5	-2	1.0	9
COC(=O)CSc1nnc(-c2cccnc2)o1	-7	-1	-11	6	-17	-1	0.0	1

Other records follow.
compound	Jurkat NFkB inh	XBP1 UPR activ	697 NFkB inh	tim23-1 inh	Mdm2 MdmX PPI	APJ agonist	UPR CHOP act	APJ antagonist
CCOc1cc2c(C#N)c(N3CCNCC3)nc(N)c2c(N)n1	-8	4	3	4	25	16	-2.6	-6
O=C(COC(=O)CC1CC2CCC1C2)NCc1ccc(Cl)cc1 (configuration not stated)	-3	-3	8	37	22	-3	0.9	-8
COc1ccc(S(=O)(=O)NCc2ccccn2)c(Cl)c1Cl	-5	0	10	21	16	0	0.7	11
Cc1ccc(OCC(=O)N2CCN(C(=O)c3ccncc3)CC2)cc1	13	0	0	-10	-4	-1	0.0	2
N=c1c(C(=O)NCCc2ccccc2)cc2c(=O)n3ccccc3nc2n1CCCN1CCOCC1	53*	-4	-15	-16	19	-3	-1.2	0
CC1(C)CC(=O)C=C(c2ccc3ncccc3c2)C1	-1	0	3	19	18	-3	-0.7	7
COc1ccccc1NS(=O)(=O)c1ccc(N/N=C(\C)C(C)C)c([N+](=O)[O-])c1	29	-3	-53	19	-24	1	0.2	-4
CCNc1ccc(S(=O)(=O)N(C)C)cc1NCC(=O)Nc1ccc(Br)cc1F	5	-2	-31	17	-20	0	3.6	6

Remaining list, next part
compound	Jurkat NFkB inh	XBP1 UPR activ	697 NFkB inh	tim23-1 inh	Mdm2 MdmX PPI	APJ agonist	UPR CHOP act	APJ antagonist
O=C(CCc1ccccc1)Nc1nnc(-c2ccccn2)o1	-2	-2	17	17	8	-1	0.1	4
Cc1ccc(S(=O)(=O)NCCC(=O)OCC(=O)N2CCCC2=O)cc1	2	-1	17	-2	0	0	2.3	6
Cc1nonc1NC(=O)CSc1nc2cc(Cl)ccc2c2c1CCCC2	-14	-1	-43	12	8	-1	1.9	-21
c1cncc(-c2nc3ccccc3s2)c1	-57	0	-49	19	-26	-2	0.4	9
Cc1nnc(NC(=O)c2ccccc2Br)s1	12	-3	11	-11	23	-6	0.4	4
Cc1ccc(-n2c(Cn3nc(C(F)(F)F)cc3C)n[nH]c2=S)cc1	-12	-1	4	17	-13	-1	0.4	14
COc1cccc(C(=O)N2CCN(Cc3ccc4c(c3)OCO4)CC2)c1OC	-19	-2	-11	12	17	-5	-0.9	0
CCN1CCN(CC(=O)Nc2ccc(Cl)c(Cl)c2)C(=O)C1=O	14	1	-7	14	7	0	0.2	-67
